Screening data deposited in PubChem BioAssay by The Scripps Research Institute Molecular Screening Center.
CHO-K1 Ca antag – M1 antagonist counterscreen hit in parental CHO-K1 cells; ATP-induced calcium, Fluo-8 fluorescence; inhibition, % at 3 µM; 0.6% of 360,000 active; AID 602250;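 active = inhibition above a per-plate cutoff, the plate's mean sample inhibition plus 3 SD, cut at about 24% in these data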;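 note: 0% = DMSO plus EC80 ATP and 100% = DMSO alone without ATP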
CHO parental Ca – counter-screen: ATP calcium response change in parental CHO cells. parental CHO-K1, ATP-induced calcium, Fluo-8 fluorescence. inhibition, % at 5.6 µM. 0.63% of 330,000 active;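 active = inhibition above that plate's mean sample inhibition plus 3 SD, cut at about 26% in these data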;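 note: 0% = ATP-challenged DMSO wells and 100% = DMSO wells without ATP; some compounds past the cut are filed as inactive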
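Assay system: parental CHO cells; Read-out basis: percent inhibition of ATP-evoked calcium rise, normalized to controls; Benchmarks: ATP and no-ATP DMSO wells; Compound dosing: single nominal dose of 5.6 µM per compound; Signal: Fluo-8 calcium dye fluorescence; Also added: ATP as calcium-mobilizing challenge; Repeats: singlicate.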
CHRM4 antagonist – blocks acetylcholine activation of human M4 receptor. CHO-hM4 cells, ACh EC80, Fluo-8 calcium fluorescence. inhibition, % at 3 µM. 0.73% of 360,000 active;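 active = inhibition above its plate's cutoff, the mean inhibition of sample wells plus 3 SD, cut at about 27% in these data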;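 note: 0% = acetylcholine EC80 with DMSO and 100% = DMSO without agonist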
M1 ag parental – counter-screen for M1 agonists: effect in parental CHO-K1 cells | Fluo-8 calcium fluorescence; scaled to maximal ATP response, vehicle zero | activation, % at 3 µM | 0.48% of 360,000 active | AID 602248; in the data active = activation above about 15%;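 note: untransfected CHO-K1 host cells lacking M1 receptor as counterscreen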
CHRM1 antagonist – antagonists of human M1 muscarinic receptor; 1.3% of 360,000 active; AID 588852; inhibition, % at 3 µM; CHO-K1 hM1, Fluo-8 calcium fluorescence, ACh EC80 antagonist; P11229;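 active = percent inhibition above its own plate's cutoff, namely the mean of that plate's compound wells plus 3 SD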;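 note: peak over basal fluorescence ratio during 140 s after agonist addition; 0% = ACh EC80 plus DMSO and 100% = DMSO alone without agonist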
Target sequence (P11229 whole entry, looked up): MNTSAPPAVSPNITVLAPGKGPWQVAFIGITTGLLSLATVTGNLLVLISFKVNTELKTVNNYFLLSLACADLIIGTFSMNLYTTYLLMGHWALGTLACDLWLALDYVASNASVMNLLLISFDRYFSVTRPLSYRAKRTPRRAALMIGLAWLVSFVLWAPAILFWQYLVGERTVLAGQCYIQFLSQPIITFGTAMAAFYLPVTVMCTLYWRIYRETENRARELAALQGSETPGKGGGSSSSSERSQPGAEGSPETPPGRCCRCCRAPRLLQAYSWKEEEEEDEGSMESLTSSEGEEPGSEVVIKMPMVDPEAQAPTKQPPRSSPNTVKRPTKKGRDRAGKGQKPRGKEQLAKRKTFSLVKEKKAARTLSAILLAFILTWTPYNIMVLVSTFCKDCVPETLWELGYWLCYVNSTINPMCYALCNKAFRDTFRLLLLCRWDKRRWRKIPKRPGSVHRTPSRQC
M4 ag – agonists of human muscarinic M4 receptor (CHRM4). AID 624127. activation, % at 3 µM. P08173. 0.14% of 360,000 active. CHO-K1 hM4/Gqi5, Fluo-8 calcium fluorescence; vehicle 0%, full acetylcholine response 100%;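 active = activation above the run mean over all test wells plus 3 SD, cut at about 32% in these data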;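 note: peak over basal fluorescence ratio per well then scaled between controls; 0% = DMSO wells and 100% = acetylcholine at EC100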
CHRM1 agonist – agonists of human M1 muscarinic receptor | 0.33% of 360,000 active | CHO-K1 hM1, Fluo-8 calcium fluorescence, agonist mode; 0% DMSO, 100% acetylcholine EC100 | P11229 | AID 588814 | activation, % at 3 µM;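 active = activation above the run's mean compound activation plus 3 SD, cut at about 16% in these data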;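 note: peak over basal fluorescence ratio within a 140 s kinetic read after compound addition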
OXTR potentiator – human OXTR potentiation; CHO-OTR cells, Fluo-8 calcium fluorescence, potentiator mode; 0% = oxytocin EC15, 100% = EC100; activation, % at 3 µM; 0.061% of 320,000 active;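 active = activation above that plate's cutoff, the mean activation of tested compounds plus 3 SD, cut at about 6.6% in these data, passing the limit was not always enough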;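 note: 100% uses oxytocin at 75 nM as the full agonist control; some results filed as inactive read as strong as hits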
Target sequence (P30559 whole entry, looked up): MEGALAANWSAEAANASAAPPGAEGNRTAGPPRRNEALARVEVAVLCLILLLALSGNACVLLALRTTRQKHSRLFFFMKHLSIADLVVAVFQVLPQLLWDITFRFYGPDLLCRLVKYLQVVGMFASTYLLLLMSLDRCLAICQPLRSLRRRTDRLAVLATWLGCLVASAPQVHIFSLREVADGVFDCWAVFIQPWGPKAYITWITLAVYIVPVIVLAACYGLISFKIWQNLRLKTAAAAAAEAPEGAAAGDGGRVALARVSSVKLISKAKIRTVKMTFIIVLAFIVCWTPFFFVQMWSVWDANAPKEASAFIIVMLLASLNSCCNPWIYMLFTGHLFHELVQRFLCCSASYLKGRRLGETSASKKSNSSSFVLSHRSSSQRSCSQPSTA
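Replication – single well per compound, singlicate · Assay system – CHO cell line stably expressing human OTR · Timing – 6 min pre-incubation, 100 s read · Measure – normalized max/min fluorescence ratio, % activation · Doses – 3.0 µM, one dose · Detection – Fluo-8 calcium dye fluorescence · Probe or stimulus – oxytocin near EC15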
M1 PAM – positive allosteric modulators of human M1 muscarinic receptor; AID 588819; activation, % at 3 µM; 0.088% of 360,000 active; P11229; CHO-K1 hM1, Fluo-8 calcium fluorescence, ACh EC20; 0% = ACh EC20, 100% = maximal ACh; in the data active = activation above about 19%, passing the limit was not always enough
An asterisk follows results filed as active; nt = not tested or not shown.

No.	compound	CHO-K1 Ca antag	CHO parental Ca	CHRM4 antagonist	M1 ag parental	CHRM1 antagonist	M4 ag	CHRM1 agonist	OXTR potentiator	M1 PAM
1	COc1ccc(/C=C/C(=O)N2CCC(c3ccccc3)C2)cc1 (stereo unspecified)	-4.9	-7.0	3.7	0.2	0.4	0.6	-1.0	-1.5	6.0
2	CCOc1cc(/C=C(/C#N)C(=O)Nc2ccc(OC)cc2)ccc1OCc1ccc(C(=O)O)cc1	-5.7	-6.1	-0.7	0.6	-10.7	1.2	-1.8	-7.7	11.0
3	COc1ccc(S(=O)(=O)n2nc(OC(=O)c3cccs3)cc2NC(=O)c2cccs2)cc1	-6.2	-1.7	-1.7	0.1	-4.5	-2.3	-3.5	-10.9	7.5
4	O=C(c1cccs1)n1nc(-c2ccccc2)nc1NCc1ccco1	-7.4	-11.1	5.8	0.2	-18.0	0.2	-2.7	-5.7	10.6
5	CCCCn1cnc2c([nH]c3ccccc32)c1=O	8.6	-10.0	5.0	0.6	-2.3	2.5	-2.9	-8.7	1.9
6	COCCN(C(=O)c1ccccc1)c1nc(-c2ccc(OC)cc2)cs1	-1.7	-23.7	0.6	0.2	-13.3	0.1	-5.1	-8.2	7.0
7	CCC(C)(C)NC(=O)C(c1ccc(F)cc1)N(Cc1ccco1)C(=O)c1snc(C(N)=O)c1N (stereo unspecified)	1.9	14.4	-15.2	0.7	-6.2	1.0	-5.8	-12.1	4.4
8	CCN(CC)C(=O)C1=C(C)N(Cc2ccc(C(C)(C)C)cc2)C(=O)C(CC(=O)NC2CCCCC2)C1 (stereo unspecified)	-4.6	nt	-8.8	-0.5	12.0	1.5	-6.5	nt	-12.7
9	COc1ccc(NC(=O)c2cc(-c3ccncc3)nc3ccc(Br)cc23)cc1OC	-0.7	-4.4	-4.3	5.0	18.6	9.9	-0.2	-14.2	-6.4
10	Cc1c(Cl)cccc1NC(=O)CSc1nncn1-c1ccccn1	-9.5	0.2	-6.0	1.3	-9.4	0.5	-1.1	0.1	11.3
11	CC(/C=N/N1CCN(c2ccccc2)CC1)=C\c1ccco1	-6.5	-19.6	3.4	-0.1	-5.4	-1.8	-5.3	-3.8	2.6
12	CCN1C(=O)[C@H]2[C@@H](c3ccc(C)cc3)N3C(=O)N(c4cccc(Cl)c4)C(=O)[C@@]3(C)[C@H]2C1=O	-10.2	-15.5	6.3	0.8	-9.4	1.4	-4.0	-1.7	2.6
13	Cc1ccc(S(=O)(=O)C(C#N)c2nc3ccccc3nc2N2CC(C)OC(C)C2)cc1C (stereo unspecified)	16.2	-21.6	-3.2	0.7	-5.0	1.3	-0.8	-3.4	5.6
14	CC1(C)C(=O)C2(CCCC2)C(=O)OC1c1ccco1 (stereo unspecified)	-4.1	-8.2	11.3	0.1	-15.0	-0.3	-4.1	2.5	-1.8
15	COCCN1C(=O)CCC1(C)C(=O)NC1CCCC1 (stereo unspecified)	19.9	nt	-14.7	0.5	-4.3	0.6	-3.3	nt	7.8
16	Cc1ccc([C@H]2N[C@]3(CCCN(Cc4ccccc4)C3=O)[C@H]3C(=O)N(Cc4ccccc4)C(=O)[C@@H]23)cc1	-0.3	nt	-3.4	-0.2	-11.4	0.6	-8.3	nt	1.7
17	CCCCNC(=O)Nc1nnc(C(C)(C)C)s1	6.1	-13.2	-1.7	1.2	-5.6	-0.1	-3.5	-2.9	3.0
18	CCc1nc2ccccc2[nH]1	1.8	-8.6	25.5	0.3	22.3	1.6	-2.5	-1.5	-10.1
19	CCCc1nnc(NC(=O)CN2C(=O)c3ccccc3C2=O)s1	-16.6	-18.0	0.7	0.3	-5.3	0.1	-4.3	-5.4	5.4
20	CCn1ncc(Br)c1C(=O)Nc1ccc(C(=O)OC(C)C)cc1	9.1	-13.9	5.7	-0.5	-11.4	-0.3	-3.8	-10.1	-8.9
21	Cc1ccc(S(=O)(=O)NC(=O)C2(C)CCN2C(=O)Cc2cc(F)ccc2F)nc1 (stereo unspecified)	-0.5	nt	-2.4	0.6	-14.4	0.9	-2.1	nt	10.7
22	Clc1cccc(-c2csc(Nc3cccnc3)n2)c1	-6.5	-7.6	3.4	0.1	-12.5	-1.1	-3.1	-11.1	4.1
23	Cc1cccc(NC(=O)c2nc(-c3ccccc3)n(-c3ccccc3)n2)c1C	9.6	-8.1	-7.2	-0.1	-13.5	0.4	-3.0	0.4	9.8
24	CS(=O)(=O)N1CCN(C(=O)c2ccc(Br)s2)CC1	-7.2	-8.8	-2.5	0.1	-4.6	1.1	-5.1	1.4	1.6
25	COc1cccc(C2C(C(=O)OCc3ccccc3)=C(C)Nc3ncnn32)c1OC (stereo unspecified)	-3.1	-7.7	-6.7	0.4	-1.6	3.4	-4.2	-7.9	-3.2
26	Cn1nc(-c2ccccc2)cc1NS(=O)(=O)c1ccc(C#N)cc1	-7.9	-9.5	3.0	-0.5	-13.7	0.2	-2.1	-3.7	6.4
27	O=C(Cc1ccc(NC(=O)C2CCN(C(=O)C3CCC3)CC2)cc1)Nc1cccc(C(=O)N2CCCCC2)c1	7.0	nt	7.4	0.3	2.6	0.1	-3.8	nt	-0.7
28	Cc1onc(-c2c(F)cccc2Cl)c1C(=O)NC(=S)NC1CCSC1=O (stereo unspecified)	1.8	-15.5	2.9	0.3	12.8	1.5	-7.7	-6.5	-17.7
29	CC(Oc1ccccc1)C(=O)N1CCN=C1SCc1ccc(F)cc1 (stereo unspecified)	-6.8	-22.3	-6.1	1.1	-7.0	1.0	-2.1	-19.0	4.4
30	OC1(c2cccs2)CN(c2ccc(Cl)cc2)C2=[N+]1CCCS2 (stereo unspecified)	6.7	-14.4	-1.1	-0.5	-8.8	1.2	-2.8	0.4	8.6
31	COC(=O)c1cc(S(=O)(=O)N2CCC(C(N)=O)CC2)oc1C	-2.9	-5.1	-3.8	-0.4	-15.5	0.8	-1.0	1.8	12.8
32	COc1ccc2c(c1)c1nnc(SCC(=O)NC3CC3)nc1n2C	-18.5	-10.2	-9.3	0.0	-9.1	0.3	-14.6	0.8	7.2
33	CC(C)(C)c1ccc(-n2ncc3c2CCCC3NC(=O)C2(C(N)=O)CC2)cc1 (stereo unspecified)	20.9	42.9*	16.4	12.8	17.6	11.8	5.8	-10.3	-3.0
34	Cc1ccc(NC(=O)CSc2ccc(Br)cc2)cc1S(=O)(=O)N1CCOCC1	7.4	-1.6	-4.5	1.9	9.6	14.4	0.3	-12.5	-8.6
35	O=C(Cc1n[nH]c(=O)[nH]c1=O)N/N=C/CCc1ccccc1	-5.8	0.1	-5.2	8.7	-6.2	0.9	0.6	2.2	-0.1
36	Cc1nn(-c2ccccc2)c2c1C(c1ccccc1)C(C#N)=C(N)O2 (stereo unspecified)	-10.7	-6.1	-2.9	0.8	-2.1	1.4	-3.1	-11.9	4.4
37	N#CCc1nn(-c2ccccc2)c(N)c1C#N	-15.8	6.7	2.7	0.0	-13.7	0.2	-3.0	-7.0	7.2
38	Cc1nn(-c2ccccc2)c(Cl)c1CN(C(=O)CCl)c1cccc2ccccc12	2.5	-12.4	4.6	2.2	4.2	3.5	-8.2	-6.8	-10.8
39	C=CCNc1oc(-c2ccc(OCC)cc2)nc1C#N	-20.6	-7.3	-6.3	0.9	-2.6	4.1	-10.3	2.9	-1.6
40	CCN(C(=O)CSc1nnnn1-c1ccc(Cl)cc1)C1CCS(=O)(=O)C1 (stereo unspecified)	-10.3	-8.5	-19.7	-0.1	-6.9	2.2	-4.2	3.5	11.5
41	O=C(c1cccnc1)N1CCN(S(=O)(=O)c2ccc(F)cc2)CC1	-12.9	-21.6	-0.6	1.7	-11.2	1.6	-3.8	-1.6	9.8
42	Cc1ccc(N2CC(C(=O)NCc3ccc(C)n3C)CC2=O)cc1 (stereo unspecified)	-15.4	-5.5	8.2	0.6	-10.0	1.7	-3.1	-10.1	6.6
43	CCSc1nnc(-c2cccc(S(=O)(=O)N(CC)CC)c2)n1Cc1ccccc1	1.2	-9.8	-9.2	7.3	12.8	19.9	-0.2	-10.8	-4.7
44	CC1Oc2ccccc2C=C1/C=N/NC(=O)c1ccncc1 (stereo unspecified)	-15.0	-9.7	-3.5	1.2	4.9	3.7	0.9	0.7	-3.0
45	COc1ccc(/C=C(\NC(=O)c2ccc(C)cc2)C(=O)NCC2CCCO2)cc1 (stereo unspecified)	-3.6	-7.9	-6.3	0.3	-4.6	0.9	-3.0	-8.0	11.6
46	Cc1ccccc1C(=O)Nc1nnc(S(=O)(=O)N(C)Cc2ccco2)s1	-15.0	-3.9	-3.1	2.3	-3.5	4.6	0.8	-11.8	1.9
47	Cc1ccccc1OCc1nnc(SCC(=O)NCc2ccccc2)n1C	-12.5	-14.2	5.2	0.7	-15.8	2.5	-0.7	-5.6	7.1
48	CC(C)c1ccc(C(C(C(=O)c2ccccc2)N2CCOCC2)N2CCOCC2)cc1 (stereo unspecified)	-16.7	nt	7.1	0.7	-9.5	0.1	-5.9	nt	-1.4
49	CCCP(=O)(CC(=O)N(CC)CC)c1ccccc1 (stereo unspecified)	-9.9	-16.6	6.1	0.6	-2.9	0.6	-3.7	-2.3	4.1
50	Cc1cc(Br)c(NC(=O)COC(=O)C2CCCCC2)c(Br)c1	-6.8	-10.4	-3.1	-0.7	-15.3	-1.1	-5.4	-1.8	7.0
51	Cc1c(Cl)cccc1NC(=O)Cn1nc(C)n2cccc2c1=O	-4.6	-10.8	-0.8	0.2	-20.0	0.2	-3.6	-3.4	12.6
52	O=C(NCc1ccccc1Cl)c1ccc2c(=O)n(CC3CCCO3)c(=S)[nH]c2c1 (stereo unspecified)	-2.3	-6.0	5.3	1.2	-5.9	1.4	-6.0	-3.4	7.7
